From PubChem BioAssay
PPARg SRC-3 ag = PPARgamma agonists recruiting SRC-3 coactivator, primary screen, biochemical. hit rate 0.26% among 200,000. biochemical PPARgamma/SRC-3 coactivator recruitment assay. activation, % at 8 µM; in the data active means activation above about 23%;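 further: 0% = DMSO and 100% = reference agonist; some compounds past the cut are filed as inactive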
RAM inhibit = inhibitors of the yeast RAM network, primary screen, dse1pr::URA3 reporter, 5-FOA selection; S. cerevisiae dse1pr::URA3 reporter, 5-FOA growth OD615, 2 d; analog-sensitive cbk1-as2 kinase mutant strain; inhibition, % at 50 µM; hit rate 1.8% among 190,000; AID 868, 2007;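 active means inhibition above a set limit, 3 SD over mean compound inhibition, cut at about 8.4% in these data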;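 further: 0% = DMSO-only wells with no growth and 100% = 10 µM 1-NA-PP1 full growth; inhibition rescues growth on 5-FOA so higher OD means more RAM inhibition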
HMGR II inh = inhibitors of E. faecalis class II HMGR, primary screen, biochemical, Enterococcus faecalis | inhibition, % at 10 µM | purified E. faecalis HMGR, NADPH absorbance 340 nm kinetic | hit rate 0.41% among 190,000 | HMG-CoA reductase (Enterococcus faecalis, mvaE);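 active means inhibition above a set limit, the median over all tested compounds plus 3 SD, cut at about 9.5% in these data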;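 further: enzyme runs in reverse so mevalonate oxidation gives rising NADPH absorbance; 0% = complete reaction with DMSO and 100% = background rate lacking mevalonate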
SRC2 TRFRET art = TR-FRET signal artefacts, primary screen, artefact control for PPARgamma SRC-2 agonist project, biochemical; TR-FRET artefact counter-screen; hits give high values; TR-FRET ratio at 8 µM; hit rate 0.4% among 200,000; AID 1049, 2008; in the data active means TR-FRET ratio above about 2000; further: inactives centre near 1500
PPARg SRC-1 ag = PPARgamma agonists recruiting SRC-1 coactivator, primary screen, biochemical; Peroxisome proliferator-activated receptor gamma (Homo sapiens), P37231; PPARgamma-SRC-1 coactivator recruitment biochemical assay; activation, % at 8 µM; hit rate 0.41% among 200,000; AID 631, 2007; in the data active means activation above about 19%;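 further: 0% = DMSO and 100% = reference agonist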
ROMK primary = ROMK potassium channel modulators, primary screen, cell-based, thallium flux, MLSMR library; AID 1918, 2009; B-score at 10 µM; Tet-inducible ROMK, thallium flux fluorescence; actives lie on both sides; hit rate 2% among 130,000;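 active means signal ratio slope over the read window, or its plate-corrected B-score, at least 3 SD from the plate mean, either direction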;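 further: B-score of the F/F0 ratio slope over 7 to 12 s after thallium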
Target sequence (P48048 whole entry, looked up): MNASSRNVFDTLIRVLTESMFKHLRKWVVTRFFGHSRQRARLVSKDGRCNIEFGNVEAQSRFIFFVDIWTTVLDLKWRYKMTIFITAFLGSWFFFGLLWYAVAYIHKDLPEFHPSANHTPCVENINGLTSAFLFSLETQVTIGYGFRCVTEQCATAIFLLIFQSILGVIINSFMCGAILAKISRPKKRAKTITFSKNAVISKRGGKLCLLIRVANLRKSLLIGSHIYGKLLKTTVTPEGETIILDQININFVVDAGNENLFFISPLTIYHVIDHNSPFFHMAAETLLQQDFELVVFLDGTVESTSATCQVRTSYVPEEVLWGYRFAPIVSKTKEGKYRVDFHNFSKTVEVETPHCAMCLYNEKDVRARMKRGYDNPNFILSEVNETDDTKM
S1P3 antag = S1P3 receptor antagonists, primary screen, cell-based; Sphingosine 1-phosphate receptor 3 (Homo sapiens), Q99500; inhibition, % at 4.98 µM; hit rate 0.27% among 170,000; CHO S1P3 NFAT-BLA reporter, FRET fluorescence, antagonist mode;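 active means inhibition above the plate cutoff, the mean inhibition of test wells on that plate plus 3 SD, cut at about 28% in these data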;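 further: cells challenged with S1P at its EC80 of 0.8 µM; blue over green emission ratio from cleaved BLA substrate after 4 h stimulation; 0% = S1P-stimulated wells and 100% = unstimulated DMSO-only wells; some compounds past the cut are filed as inactive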
Target sequence (Q99500 whole entry, looked up): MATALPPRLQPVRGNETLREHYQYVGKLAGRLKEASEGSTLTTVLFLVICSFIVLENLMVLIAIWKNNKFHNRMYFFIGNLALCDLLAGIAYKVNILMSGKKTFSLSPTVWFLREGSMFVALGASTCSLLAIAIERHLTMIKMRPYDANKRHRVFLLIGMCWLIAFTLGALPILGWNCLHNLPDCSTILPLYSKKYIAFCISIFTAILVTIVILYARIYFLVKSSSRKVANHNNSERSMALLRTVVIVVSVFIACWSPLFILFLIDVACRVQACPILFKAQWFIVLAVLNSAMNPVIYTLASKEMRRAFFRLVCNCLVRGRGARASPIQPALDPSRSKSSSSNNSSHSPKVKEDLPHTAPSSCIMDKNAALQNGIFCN
Lmaj promast = Leishmania major promastigote growth inhibition, primary screen; inhibition, % at 10 µM; Leishmania major promastigotes, resazurin fluorescence viability; hit rate 9% among 200,000; AID 1063, 2008; in the data active means inhibition above about 50%;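 further: promastigotes grown with compound for 44 hours at 28 °C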
bIAP inhibitor = bovine intestinal alkaline phosphatase inhibitors, primary screen, selectivity assay for TNAP inhibitor project, biochemical, bovine IAP, CDP-star luminescence; 190,000 tested, under 10 active; purified bovine IAP, 30 min; inhibition, % at 20 µM; alkaline phosphatase, intestinal [Bos taurus];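 active means over 50% inhibition of intestinal alkaline phosphatase at 20 µM in the single-dose screen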
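Assay system – bovine IAP enzyme · Quantity – bovine IAP at 1/65,000,000 final dilution · Detection – CDP-star luminescence signal · Times – 30 min reaction at room temperature · Also added – CDP-star substrate at 30 µM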
DTT redox prof = compounds producing H2O2 with reducing agent – biochemical, NIH compound library profiling, artefact control for MLSCN library redox annotation, primary screen. DTT-dependent redox cycling H2O2, phenol red/HRP absorbance; 100% = 100 µM peroxide control, 0% = buffer. hit rate 0.03% among 200,000. AID 878, 2007. activation, % at 10 µM;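 active means activation of at least 50% relative to the plate's high and low controls in the primary single-dose screen; inactive means activation below 50%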;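 further: compound incubated with DTT at 0.8 mM final as the reducing agent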
PPARg SRC2 recr = agonists of PPARg-SRC-2 recruitment, primary screen, biochemical, HTS | Peroxisome proliferator-activated receptor gamma (Homo sapiens), P37231 | PPARgamma LBD-SRC-2 recruitment | activation, % at 8 µM | hit rate 0.34% among 200,000; in the data active means activation above about 22%;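 further: 0% = vehicle and 100% = reference agonist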
The depositor's hits bear a star; nt = not tested or not shown.

item	Molecule	PPARg SRC-3 ag	RAM inhibit	HMGR II inh	SRC2 TRFRET art	PPARg SRC-1 ag	ROMK primary
1	c1ccc(CN2CCN(c3nc(NCc4ccco4)c4ccccc4n3)CC2)cc1	5	3.4	-2	1693	0	-1.4
2	CCN(CCO)Cc1csc2ccccc12	5	1.7	-5	1686	8	0.33
3	CC1(C)CC(=O)C2=C(C1)OC(c1cccs1)C(C#N)=C2N (centres undefined)	3	0.9	1	1486	7	nt
4	COc1ccc(CN=Nc2cc(C)nc(NS(=O)(=O)c3ccccc3Cl)n2)cc1	2	2.5	-2	1549	3	0.036
5	O=C(O)C1CC(O)CN1C(=S)Nc1ccccc1 (centres undefined)	1	0.7	-8	1450	2	0.05
6	N#CCSc1nnc(-c2ccccc2O)n1CCc1ccccc1	4	1.0	-1	1698	-2	nt
7	Cc1cc(C)c(C#N)c(SCC(=O)c2ccccc2)n1	1	2.1	-6	1366	-10	-1.5
8	COc1ccc2c(c1)c(=O)cc(-c1ccccc1)n2C	2	-0.2	-2	1569	-3	0.5
9	Cc1nn(C)c(C(=O)N2CCN(C(=O)c3ccco3)CC2)c1[N+](=O)[O-]	-5	0.7	-4	1535	-11	nt
10	COc1ccc(-c2cc3nc4c(c(N5CCC6(CC5)OCCO6)n3n2)CCC4)cc1	5	-1.2	-4	1393	2	-0.25
11	COc1ccc(CC(=O)Nc2ccc(C(=O)NCC(C)C)cc2)cc1	-1	3.6	3	1449	0	nt
12	Cc1nc2cc(C(=O)OCC(=O)Nc3cccc(Cl)c3)ccc2n1-c1ccccc1	3	3.7	-6	1577	6	nt

item	S1P3 antag	Lmaj promast	bIAP inhibitor	DTT redox prof	PPARg SRC2 recr
1	nt	100*	-24	-1.3	6
2	10	18	6	-0.7	-6
3	11	10	2	-2.1	2
4	-10	1	-3	-0.1	0
5	-15	-4	3	-0.4	2
6	2	-11	10	-1.0	1
7	5	100*	0	-0.2	-1
8	nt	0	20	0.7	-2
9	-15	-7	12	-0.5	-1
10	12	34	5	-0.2	4
11	nt	54*	12	0.3	0
12	-2	-7	15	0.9	-4

2 records picked at random from those above:
item	Molecule	PPARg SRC-3 ag	RAM inhibit	HMGR II inh	SRC2 TRFRET art	PPARg SRC-1 ag	ROMK primary
8	COc1ccc2c(c1)c(=O)cc(-c1ccccc1)n2C	2	-0.2	-2	1569	-3	0.5
4	COc1ccc(CN=Nc2cc(C)nc(NS(=O)(=O)c3ccccc3Cl)n2)cc1	2	2.5	-2	1549	3	0.036

item	S1P3 antag	Lmaj promast	bIAP inhibitor	DTT redox prof	PPARg SRC2 recr
8	nt	0	20	0.7	-2
4	-10	1	-3	-0.1	0

(more compounds)
item	Molecule	PPARg SRC-3 ag	RAM inhibit	HMGR II inh	SRC2 TRFRET art	PPARg SRC-1 ag	ROMK primary
13	CC(C)(C)c1nnc2sc(SCC(=O)N3CCCc4ccccc43)nn2c1=O	-5	5.8	1	1459	-6	nt
14	CCOc1ccccc1N1CC(C(=O)N2CCc3ccccc3C2)CC1=O (centres undefined)	-1	-0.4	-3	1411	3	-0.3
15	O=C(CN(c1ccccn1)S(=O)(=O)c1ccc(F)cc1)Nc1ccc(F)cc1F	1	0.5	-1	1639	2	nt
16	COc1ccc(OC)c(C2=C/C(=C/c3ccccn3)C(=O)O2)c1	-1	4.5	-3	1444	1	-0.27
17	O=C(C1CCCN(S(=O)(=O)c2ccccc2)C1)N1CCCc2ccccc21 (centres undefined)	-8	1.6	-3	1402	2	-0.15
18	O=C1c2[nH]nc(-c3ccccc3O)c2C(c2ccccc2)N1Cc1ccco1 (centres undefined)	1	3.2	5	1562	6	-2.5
19	Cc1nn(CC(=O)NC(C)C)c(C)c1[N+](=O)[O-]	0	0.5	-4	1500	2	nt
20	O=C(c1ccc(Cl)cc1)[C@@H]1[C@@H]2C(=O)N(c3cccc4ccccc34)C(=O)[C@@H]2C2c3ccccc3C=NN21 (some centres undefined)	4	3.5	-10	1680	-1	nt
21	CCc1nc2cc(Cl)c(Cl)cc2[nH]1	-7	1.3	0	1720	-1	nt
22	CCOc1ccc(NC(=O)CN2CCN(CC(=O)Nc3ccc4c(c3)OCO4)CC2)cc1	2	1.5	-2	1471	6	nt
23	COc1cc2nc(C3CCC3)n(NC(=O)c3ccco3)c(=O)c2cc1OC	4	-1.1	0	1502	5	0.64
24	CC(=O)c1ccc(NC(=O)CSc2ccsc2[N+](=O)[O-])cc1	5	6.0	-1	1676	14	-0.073

item	S1P3 antag	Lmaj promast	bIAP inhibitor	DTT redox prof	PPARg SRC2 recr
13	6	9	3	2.7	1
14	nt	1	6	0.0	3
15	-6	2	-8	-0.5	-2
16	6	-5	-10	-0.1	1
17	nt	4	0	2.3	9
18	-9	78*	8	3.2	2
19	-8	-7	3	-0.2	-4
20	13	35	-5	0.1	8
21	-29	6	2	-3.7	10
22	-26	-2	-2	2.0	3
23	-17	-7	-7	0.1	0
24	-7	-2	13	0.1	6

item	Molecule	PPARg SRC-3 ag	RAM inhibit	HMGR II inh	SRC2 TRFRET art	PPARg SRC-1 ag	ROMK primary
25	CCc1ccc(CNCc2ccc(F)cc2)cc1	1	1.1	-2	1615	8	-0.89
26	CCCOC(=O)Nc1ccc(C(N)=O)cc1	1	4.0	-6	1608	0	nt
27	COc1cccc(NC(=O)N2CCN(S(C)(=O)=O)CC2)c1	0	0.2	-11	1435	3	-0.16
28	CC(C)NC(=O)c1ccc2c(=O)n(C3CCCC3)c(=S)[nH]c2c1	-5	2.6	-6	1496	5	0.21
29	CC(=O)c1cc2c(cc1NC(=O)CN1CCCCCC1)OCO2	4	-0.9	-2	1553	1	nt
30	O=C(NNC(=O)c1ccncc1)Nc1cccc([N+](=O)[O-])c1	2	-0.7	1	1529	0	1.3
31	COc1ccc(C2CC(=O)c3sc(NC(C)=O)nc3C2)cc1 (centres undefined)	4	1.3	-4	1779	6	0.036
32	COc1cccc2cc3c(=O)oc4ccccc4c3nc12	-5	3.0	1	1465	-5	-0.58
33	Cc1ccc2c(c1)N(CC(=O)N1CCN(c3nc4ccccc4s3)CC1)C(=O)C(C)O2 (centres undefined)	-6	3.9	3	1304	4	-1.8
34	CCn1c(SCC(=O)O)nnc1-c1ccc2[nH]c(C)c(C)c2c1	1	0.0	4	1567	1	0.53
35	Cn1cc(CN2CCCC(CNC(=O)c3ccc4c(c3)OCO4)C2)c2ccccc21 (centres undefined)	4	3.2	-3	1395	-2	-0.52
36	COc1ccc2c(c1)c(C(=O)N/N=C/c1ccc(OC)c(OC)c1)c(C)n2C	4	3.8	-7	1870	9	nt

item	S1P3 antag	Lmaj promast	bIAP inhibitor	DTT redox prof	PPARg SRC2 recr
25	3	71*	0	-0.3	6
26	-37	-5	5	0.4	-1
27	3	-8	6	-2.4	8
28	14	1	6	1.4	-5
29	nt	3	0	1.4	-2
30	0	-3	-21	-0.1	3
31	-4	-4	0	0.4	7
32	nt	-1	4	-3.4	0
33	-10	-4	-13	0.7	2
34	-3	-5	-4	0.8	0
35	2	2	-13	-0.8	2
36	11	4	8	0.1	9

item	Molecule	PPARg SRC-3 ag	RAM inhibit	HMGR II inh	SRC2 TRFRET art	PPARg SRC-1 ag	ROMK primary
37	Cc1cc(Nc2ccc([N+](=O)[O-])cc2)nc2ccccc12	5	2.1	-6	1555	-1	-0.61
38	COc1cccc(-c2[nH]nc3c2C(c2ccoc2)C(C#N)=C(N)O3)c1 (centres undefined)	12	-0.8	-4	1526	6	1.2
39	CCC(C)(C)C1CCC(=NNC(=S)Nc2ccccc2)CC1 (centres undefined)	4	0.5	-2	1624	4	1.7
40	COC(=O)CSc1nnc(-c2ccc(S(=O)(=O)NCc3ccccc3Cl)cc2)o1	7	5.3	0	1778	11	-1.1
41	CCOC(=O)N1CCC(NC(=O)c2cc(C(=O)Nc3ccc(OCC)cc3)ccc2CO)CC1	3	1.5	-1	1494	3	nt
42	CCOC(=O)c1cnn(-c2nc(-c3ccccc3)nc3c2COC(C)(C)C3)c1N	1	4.3	3	1744	5	0.71
43	CC(=O)OCCN(CCOC(C)=O)c1c(C)[nH]c(=O)[nH]c1=O	1	1.0	0	1526	0	nt
44	CCCc1ncc(C(O)(c2ccccc2)c2ccccc2)n1C	1	-0.9	0	1405	0	0.85
45	CCOc1cc(/C=N/NC(=O)C(=O)N2CCCC2)ccc1O	-4	-0.1	2	1534	-6	-0.029
46	CCCOC(=O)Nc1cccc(C(C)=O)c1	1	2.0	-10	1505	-8	0.036
47	COc1cc(OC)cc(C(=O)O/N=C(\N)c2ccncc2)c1	3	0.7	-3	1718	0	-0.92
48	Cc1cccc(C(=O)NNC(=O)c2ccccc2C)c1	4	4.3	0	1586	2	0.021

item	S1P3 antag	Lmaj promast	bIAP inhibitor	DTT redox prof	PPARg SRC2 recr
37	-3	-5	-1	-0.6	1
38	nt	1	0	-0.1	6
39	0	1	-9	-0.7	3
40	nt	-2	8	0.3	10
41	-31	-8	2	0.0	4
42	nt	15	3	-0.2	2
43	-13	0	7	-1.0	-6
44	-14	24	-10	-0.4	-14
45	-3	11	4	-0.8	-4
46	nt	44	16	0.8	-6
47	-3	12	-2	-0.2	15
48	-8	-3	-9	-0.4	1

Five of the entries above in order of their number in PPARg SRC-3 ag, lowest first.
cpd | mol | PPARg SRC-3 ag
46 | CCCOC(=O)Nc1cccc(C(C)=O)c1 | 1
47 | COc1cc(OC)cc(C(=O)O/N=C(\N)c2ccncc2)c1 | 3
39 | CCC(C)(C)C1CCC(=NNC(=S)Nc2ccccc2)CC1 (centres undefined) | 4
40 | COC(=O)CSc1nnc(-c2ccc(S(=O)(=O)NCc3ccccc3Cl)cc2)o1 | 7
38 | COc1cccc(-c2[nH]nc3c2C(c2ccoc2)C(C#N)=C(N)O3)c1 (centres undefined) | 12

Going on with the list:
item	Molecule	PPARg SRC-3 ag	RAM inhibit	HMGR II inh	SRC2 TRFRET art	PPARg SRC-1 ag	ROMK primary
49	COCC(=O)NCc1nc2ccccc2[nH]1	-3	-0.1	-4	1579	2	nt
50	Cc1ccccc1N(C(=O)Cc1cccs1)C(C(=O)NCC1CCCO1)c1cccnc1 (centres undefined)	0	1.1	-3	1595	-3	-0.22
51	O=C(NCc1ccc2c(c1)OCO2)c1ccc(Cl)s1	0	1.9	1	1427	6	0.56
52	O=C(Cc1c(F)cccc1Cl)N1CCCC1	-5	0.0	-3	1490	-3	nt

item	S1P3 antag	Lmaj promast	bIAP inhibitor	DTT redox prof	PPARg SRC2 recr
49	nt	-9	8	-2.1	2
50	nt	-5	-3	-7.5	0
51	8	-10	2	-0.3	3
52	4	1	3	0.7	-7
